DDE Tn7 FP inh: inhibitors of Tn7 peptide binding to human fibrin DD(E); P02675; FP displacement of FITC-Tn7 peptide from fibrin DD(E); 0% = median of compound wells per plate; inhibition, % at 8.3 µM; 0.13% of 370,000 active;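 active = inhibition above the mean of compounds falling within the control limits plus 3 SD of them, cut at about 14% in these data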;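 note: 0% = plate median of compound wells and 100% = 10 µM Aha-Tn7 peptide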
Target sequence (P02675 whole entry, looked up): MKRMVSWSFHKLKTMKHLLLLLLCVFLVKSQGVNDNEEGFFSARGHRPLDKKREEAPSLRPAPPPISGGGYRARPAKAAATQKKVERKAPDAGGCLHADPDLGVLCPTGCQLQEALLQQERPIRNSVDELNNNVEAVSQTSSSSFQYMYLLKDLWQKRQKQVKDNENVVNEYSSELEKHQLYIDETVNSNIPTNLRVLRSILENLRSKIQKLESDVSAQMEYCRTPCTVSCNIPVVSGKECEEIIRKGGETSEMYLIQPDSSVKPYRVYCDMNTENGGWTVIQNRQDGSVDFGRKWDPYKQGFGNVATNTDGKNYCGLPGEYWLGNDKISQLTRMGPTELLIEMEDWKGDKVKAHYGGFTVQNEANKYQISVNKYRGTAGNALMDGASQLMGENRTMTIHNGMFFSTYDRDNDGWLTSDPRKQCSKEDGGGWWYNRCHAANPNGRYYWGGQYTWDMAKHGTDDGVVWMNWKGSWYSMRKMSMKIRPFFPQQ
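Assay system: human fibrin DD(E) protein / Input: 2 µM fibrin DD(E) / Benchmarks: high control of 10 µM Aha-Tn7 peptide / Measured by: fluorescence polarization of the labelled Tn7 tracer / Medium: Tris buffer with calcium and detergent, pH 7.8 / Timing: 10 min compound pre-incubation, 3 h probe incubation at room temperature / Repeats: one replicate per compound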
PLCb3 inh: inhibitors of human phospholipase C beta3. Q01970. 0.18% of 370,000 active. Purified PLC-beta3, fluorogenic substrate, fluorescence. inhibition, % at 12.2 µM; in the data active = inhibition above about 11%;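 note: 0% = median of compound wells on plate and 100% = full blocker control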
PLCg1 inh: PLC-gamma1 (human) inhibition, primary screen; P19174; purified PLC-gamma1, fluorogenic substrate, fluorescence; inhibition, % at 12.2 µM; 0.84% of 370,000 active; AID 720700; in the data active = inhibition above about 9.5%
MBD2 DNA inh: blocks human MBD2 binding to methylated DNA. TR-FRET, MBD2 binding to methylated oligonucleotide. 0.31% of 370,000 active. inhibition, % at 4.4 µM; in the data active = inhibition above about 13%
UHRF1 MBD2 ctr: blocks human UHRF1 binding to methylated DNA | Q96T88 | UHRF1 binding to methylated oligo, TR-FRET | inhibition, % at 4.4 µM | 0.75% of 370,000 active; in the data active = inhibition above about 21%;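 note: UHRF1 SRA domain binding a hemimethylated CpG hairpin DNA probe; 0% = median of test compound wells and 100% = reference inhibitor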
ARFGAP1 inh: inhibitors of rat ARFGAP1; Q62848; Arfgap1-stimulated ARF1 GTP hydrolysis, GDP FP detection; inhibition, % at 16.5 µM; 0.26% of 360,000 active; AID 651572;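 active = inhibition above a per-plate limit, mean inhibition of low control wells plus 3 SD, cut at about 25% in these data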;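 note: 0% = DMSO wells with enzyme and 100% = wells lacking Arfgap1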
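Material – truncated rat Arfgap1 GAP domain · Buffer or medium – HEPES-based buffer, pH 7.5 · Reagent – human ARF1(Δ1-17)-GTP substrate · Dosing – 16.5 µM single point, 1.26% DMSO · Schedule – GTP hydrolysis reaction 2 h at 25 °C · Technique – GDP detection by fluorescence polarization · Benchmarks – No-Arfgap1 wells (100%) versus DMSO full-reaction wells (0%) · Repeats – single replicate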
ADAM17 inh: inhibitors of human ADAM17; P78536; recombinant ADAM17, EDANS/DABCYL FRET peptide cleavage; inhibition, % at 6.95 µM; 0.83% of 370,000 active;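 active = inhibition above the mean of compounds lying between control limits plus 3 SD, set per campaign, cut at about 8.5% in these data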;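 note: 0% = DMSO-only wells as the low control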
Target sequence (P78536 215-824 limits assumed): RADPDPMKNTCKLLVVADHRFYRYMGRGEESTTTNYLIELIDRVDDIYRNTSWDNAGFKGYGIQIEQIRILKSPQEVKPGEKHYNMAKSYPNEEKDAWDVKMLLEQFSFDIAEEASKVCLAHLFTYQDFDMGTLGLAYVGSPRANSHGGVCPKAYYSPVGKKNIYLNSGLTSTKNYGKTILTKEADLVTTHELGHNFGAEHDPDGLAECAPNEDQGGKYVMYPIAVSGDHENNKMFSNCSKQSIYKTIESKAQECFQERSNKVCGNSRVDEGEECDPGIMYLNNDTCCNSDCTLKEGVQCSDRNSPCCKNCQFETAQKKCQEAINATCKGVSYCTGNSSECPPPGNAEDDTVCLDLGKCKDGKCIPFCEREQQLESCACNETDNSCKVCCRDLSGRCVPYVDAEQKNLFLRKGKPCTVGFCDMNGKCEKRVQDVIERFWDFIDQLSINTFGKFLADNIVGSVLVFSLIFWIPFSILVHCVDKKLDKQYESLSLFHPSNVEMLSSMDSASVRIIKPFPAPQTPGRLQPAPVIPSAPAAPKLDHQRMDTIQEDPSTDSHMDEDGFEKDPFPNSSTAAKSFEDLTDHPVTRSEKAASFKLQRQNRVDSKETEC
Tn6 DDE FP: disrupts Tn6 cyclic peptide binding to fibrin D-Dimer-E complex; 0.21% of 370,000 active; inhibition, % at 8.3 µM; P02675; Fibrin DD(E) TRITC-Tn6 fluorescence polarization displacement;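 active = inhibition above a per-campaign cutoff: mean of compounds within control limits plus 3 SD, cut at about 15% in these data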;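 note: 0% = median of all compound wells on the plate and 100% = blocking peptide control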
KLK7 zymogen act: proKLK7 (human) activation, primary screen; purified proKLK7, EDANS-DABCYL substrate fluorescence; 100% is mature enzyme control, 0% vehicle; activation, % at 7 µM; 0.9% of 370,000 active;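 active = activation above the mean of all tested compounds plus 3 SD, computed per campaign excluding outliers beyond control limits, cut at about 13% in these data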
ASAP1 GAP inh: blocks human ASAP1-stimulated Arf1 GTP hydrolysis; Q9ULH1; GDP FP detection; inhibition, % at 16.5 µM; 0.19% of 360,000 active; AID 624377; in the data active = inhibition above about 25%;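 note: 0% = vehicle with enzyme and substrate and 100% = no enzyme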
Starred values were filed as active, the others as inactive; i = inactive; x = no result given.

DDE Tn7 FP inh	PLCb3 inh	PLCg1 inh	MBD2 DNA inh	UHRF1 MBD2 ctr	ARFGAP1 inh	ADAM17 inh	Tn6 DDE FP	KLK7 zymogen act	ASAP1 GAP inh	molecule
-4	1	1	-3	0	0	-1	2	0.2	10	C=CCN1C(=O)c2ccc(C(=O)N(C)CC(=O)Nc3ccc(OCC)c(OCC)c3)cc2C1=O
0	-4	1	5	0	-8	-3	10	0.6	-7	C/C(CCC12CC3CC(CC(C3)C1)C2)=N\NC(N)=S
-4	1	1	2	0	-5	1	0	-0.4	7	CCN(CC)C(=O)C1=C(C)N(Cc2ccc(OC)cc2)C(=O)C(CC(=O)NCc2cccs2)C1 (stereo unspecified)
-2	-9	-4	3	4	5	-5	6	-0.8	-2	CCOC(=O)C(N=Nc1nn[nH]n1)C(C)=O (stereo unspecified)
1	-271	-191	-1	3	4	-122	1	9.3	-6	Cc1cc(OCC(=O)NCCCN2CCOCC2)c2c(C)cc(=O)oc2c1
3	-10	-2	-3	3	2	-4	-3	-0.7	5	O=C(CN(C(=O)c1csnn1)c1ccc2c(c1)OCCO2)NCc1ccc(F)cc1
9	-15	-11	1	0	1	6	4	-1.5	-1	CCc1ccc(NC(=O)C2=CC(c3ccc(OC)c(OC)c3)=NS(=O)(=O)N2C)cc1
1	1	4	2	-2	-7	0	2	0.1	-3	CCCCOc1ccc(NC(=O)CSCC(=O)OCC)cc1
-1	-11	-9	2	-1	-6	-6	4	0.5	-10	CCC1(CC)Nc2ccccc2C(=O)N1c1ccc(NC(C)=O)cc1
0	-10	-7	-3	1	5	4	3	-0.4	4	C/C(=C\C(=O)c1ccc(F)cc1)Nc1ccc(N2CCOCC2)cc1
-9	0	0	-1	1	0	0	-4	-0.2	-7	Cc1noc(C)c1S(=O)(=O)N(CC(=O)N1CCCCCC1)c1ccc(C(C)C)cc1
-2	-1	-1	1	-3	8	-3	-4	1.2	10	COc1ccc(N2CCN(CCNC(=O)c3c(C)cc(=O)oc3C)CC2)cc1
-2	1	1	3	1	8	0	-4	-0.4	-9	COc1ccc(C(=O)Cc2ccccc2)cc1OC
-4	-4	-4	-5	3	17	-1	-6	-0.5	8	O=C(COC(=O)c1ccccc1Cl)Nc1ccc2[nH]c(=O)[nH]c2c1
1	-3	2	3	-2	5	-1	2	0.8	-4	O=C(Cn1ncn2nc(-c3ccccc3)cc2c1=O)NCc1ccccn1
3	2	0	2	2	22	-5	-7	0.2	-1	COc1ccc(Cl)cc1S(=O)(=O)N1CCN(CC(=O)C(C)(C)C)CC1
-1	1	-3	2	0	2	-1	-1	0.5	-11	CCCCN(C(=O)c1ccc2c(c1)OCCO2)c1c(N)n(CC(C)C)c(=O)[nH]c1=O
6	-2	-3	1	-3	7	0	1	0.1	-13	CN(CC(=O)Nc1ccc(Cl)c(C(F)(F)F)c1)C(=O)c1cn2ccccc2n1
-3	2	2	-2	-1	-4	-4	1	-0.6	1	N#Cc1cn(CC(=O)N2CCCc3ccccc32)c2ccccc12
2	3	-1	-1	-1	-4	-1	2	-0.7	1	O=C1NC(NS(=O)(=O)c2ccccc2)(C(F)(F)F)C(=O)N1c1ccc(F)cc1 (stereo unspecified)
0	0	-2	1	-1	-8	-2	5	1.0	4	Cc1ccc(CN2CCN(CCCn3cnc4c(OCc5ccccc5)ncnc43)CC2)cc1
-1	4	4	-7	-2	4	1	1	-0.2	17	CC1=CC(C)(C)NC(=O)N1c1ccc(C)cc1
-2	-1	2	2	0	-1	-7	3	-0.2	-2	Cc1ccc(NCc2nnc(SCC(N)=O)n2CC2CCCO2)c(C)c1 (stereo unspecified)
1	2	-1	2	-4	3	-1	-3	-0.3	-5	COc1ccc(CC(NC(C)=O)C(=O)NC2CCN(S(=O)(=O)c3ccc(NC(C)=O)cc3)CC2)cc1OC (stereo unspecified)
3	3	4	1	2	1	0	0	0.1	-2	COCC1CCN(c2nc3nonc3nc2N2CCSCC2)C1 (stereo unspecified)
4	2	1	-5	-2	-8	3	2	-0.3	-6	Cc1nc(N2CCN(c3ccccn3)CC2)c2c(C)c(C(=O)Nc3ccc(F)c(Cl)c3)sc2n1
-5	0	5	0	2	1	0	-12	0.0	7	CCC(C)NC(=O)C1CCCN(C(=O)NC2CCCCC2)C1 (stereo unspecified)
2	2	0	2	1	14	6	-10	0.2	1	COc1ccc(-c2cc(-c3c(O)c(OC)c4occc4c3OC)[nH]n2)cc1OC
-1	4	3	6	0	13	-2	-5	0.5	-2	CC(C)(C)OC(=O)C[C@@H]1C/C=C\C[C@@H](CC(=O)N[C@H](CO)Cc2ccccc2)C(=O)NC[C@@H](c2ccccc2)OC1=O
-6	-16	-4	4	1	10	2	-9	-0.3	5	CCOc1ccc(NS(=O)(=O)c2ccc(C(=O)NCC(c3ccc(OC)cc3)N3CCCC3)cc2)cc1 (stereo unspecified)
-2	-7	4	-2	6	9	-2	-4	0.2	-1	CCC(C(=O)Nc1cc(C)cc(C)n1)c1ccccc1 (stereo unspecified)
1	3	0	1	1	2	3	3	-0.2	-4	CC(NC(=O)C(=O)N/N=C\c1cccc([N+](=O)[O-])c1)c1ccccc1 (stereo unspecified)
-4	-7	2	-1	1	9	3	-6	0.7	-3	O=C(Nc1ccc2nc3n(c(=O)c2c1)CCCC3)c1cccc(F)c1
4	0	0	-1	1	10	-4	-2	0.2	6	CCOC(=O)c1ccc(NS(=O)(=O)c2c(N)n(C)c(=O)n(C)c2=O)cc1
10	-2	1	2	-1	8	-3	-3	1.0	5	CC(C)C(c1nnnn1CCc1ccccc1)N1CCC(C(N)=O)CC1 (stereo unspecified)
1	0	0	1	0	15	-3	2	0.3	5	CCOC(=O)CC1c2nc3ccccc3cc2CN1C(=O)OCC (stereo unspecified)
-3	-2	3	1	0	9	-1	-4	0.4	-12	CCCCOc1ccc(Cl)cc1CSc1nncn1N
-3	-3	-1	5	-3	1	-2	-6	-0.3	-1	N#Cc1ccc(CC(C(=O)O)N2Cc3ccccc3C2=O)cc1 (stereo unspecified)
2	-184	-158	-1	-13	12	-58	-1	-64	27*	N#Cc1c(N2CCCC2)nc(N)c2c(N)nc(N3CCCC3)cc12
4	3	8	-3	2	3	3	0	1.0	10	Cc1ccccc1CC(=O)N1CCCC(CNC(=O)c2ccc(F)cc2)C1 (stereo unspecified)

Entries above that contain a tert-butyl group, in the order listed:
DDE Tn7 FP inh	PLCb3 inh	PLCg1 inh	MBD2 DNA inh	UHRF1 MBD2 ctr	ARFGAP1 inh	ADAM17 inh	Tn6 DDE FP	KLK7 zymogen act	ASAP1 GAP inh	molecule
3	2	0	2	2	22	-5	-7	0.2	-1	COc1ccc(Cl)cc1S(=O)(=O)N1CCN(CC(=O)C(C)(C)C)CC1
-1	4	3	6	0	13	-2	-5	0.5	-2	CC(C)(C)OC(=O)C[C@@H]1C/C=C\C[C@@H](CC(=O)N[C@H](CO)Cc2ccccc2)C(=O)NC[C@@H](c2ccccc2)OC1=O

As entered above:
`COCC1CCN(c2nc3nonc3nc2N2CCSCC2)C1` (stereo unspecified) @ DDE Tn7 FP inh = 3
`C/C(=C\C(=O)c1ccc(F)cc1)Nc1ccc(N2CCOCC2)cc1` @ ARFGAP1 inh = 5

Later entries.
DDE Tn7 FP inh	PLCb3 inh	PLCg1 inh	MBD2 DNA inh	UHRF1 MBD2 ctr	ARFGAP1 inh	ADAM17 inh	Tn6 DDE FP	KLK7 zymogen act	ASAP1 GAP inh	molecule
3	-142	-136	6	1	7	-4	4	6.2	-10	COc1cc2c(cc1OC)C(c1ccccc1)=NCC2
3	1	1	0	4	7	-7	-10	0.4	-11	C[C@H](CO)N1C[C@H](C)[C@@H](CN(C)S(=O)(=O)c2ccccc2)OCc2cn(nn2)CCCC1=O
0	-6	-5	1	-1	-14	-4	4	-0.4	4	C[C@H](CO)N1C[C@H](C)[C@@H](CN(C)C(=O)Nc2ccc(N3CCN(C)CC3)cc2)OCc2cn(nn2)CCCC1=O
0	i	-411	-8	-2	x	-200	-2	-10	x	CCOC(=O)CNC(=O)N(C)[C@H]1C[C@H]2c3[nH]c4c(-c5cccc(C)c5)cccc4c3CCN2C(=O)[C@H]1[C@H](C)O
-4	-4	2	1	0	-8	0	3	0.1	2	Cn1c(CNC(=O)CNS(=O)(=O)c2ccc(Br)cc2)cc(=O)n(C)c1=O
-3	-1	6	1	3	1	-4	5	0.1	0	CCOC(=O)N1CCN(S(=O)(=O)c2ccc(OCC(=O)OC)c(C)c2)CC1
-7	-5	-2	4	1	10	0	-5	-0.1	8	Nc1c(-c2ccc(Cl)cc2)cnn1-c1cc(C(F)(F)F)cc(C(F)(F)F)c1
0	-5	-4	2	0	2	-5	-7	1.2	1	CCOc1ccc(C2C3=C(CC(C)(C)CC3=O)N(CCCOC)C3=C2C(=O)CC(C)(C)C3)cc1OC
-2	-2	2	1	2	8	-1	0	0.3	18	Clc1ccc(CON/C=N/c2ncnc3sccc23)c(Cl)c1
-1	-6	-4	5	4	3	-9	-3	0.1	-2	Cc1nc(Cc2nnc(SCC(=O)N(C)c3ccccc3)o2)cs1
1	0	0	1	2	-9	0	-4	0.8	9	CC(C)Oc1cccc(C(=O)Nc2ccc(Br)cc2F)c1
4	3	-1	3	0	-6	2	4	-0.2	-6	Cc1ccc(OCCN2CCC2(C)C(=O)NCc2ccc(C(F)(F)F)cc2)cc1 (stereo unspecified)
4	0	0	0	3	1	0	2	0.3	-3	O=C1CCCC(c2ccccc2)N1 (stereo unspecified)
3	-3	0	-3	0	1	2	2	-0.6	4	COc1cccc(CNc2ccc(S(N)(=O)=O)cc2)c1OCc1ccccc1F
2	-1	2	3	1	-3	-5	0	-0.2	-13	O=C(CN1C(=O)CSc2cc(S(=O)(=O)N3CCCCCC3)ccc21)NCCc1ccccc1
-2	-8	-5	2	0	3	-1	-10	0.3	10	NC(=O)c1ccc(NC(=O)CNC(c2ccccc2)c2ccccc2)cc1
-5	4	1	2	-1	-1	-2	-7	-0.5	-2	CC(C)C[C@H]1CN([C@@H](CC(C)C)CN2CCC[C@@H]2CN2C(=S)NC[C@@H]2Cc2ccc(O)cc2)C(=S)N1CC1CCCCC1
-1	2	-3	-3	0	x	-1	2	0.5	x	CCC(C)CNC(=O)CSc1nnc(-c2cccnc2)n1C1CCCCC1 (stereo unspecified)
-7	-5	2	1	13	2	-3	8	0.1	-4	CC(=O)c1ccc(NC(=O)C(C)N(C)CC(=O)Nc2ccc(N3CCOCC3)cc2)cc1 (stereo unspecified)
-6	-6	-5	0	-1	6	-1	11	-0.7	-11	Cc1cc(C)cc(NC(=O)/C=C/c2ccc([N+](=O)[O-])s2)c1
8	0	0	3	2	3	-5	1	0.6	-10	CCOc1ccc(OCC)c(NC(=O)C2C3C=CC(O3)C2C(=O)NCc2ccco2)c1 (stereo unspecified)
7	-7	-4	-7	0	-12	-2	3	0.0	-1	O=C(CSc1nnc(NC(=O)c2ccccc2F)s1)NC1CC1
